# Bioassay records from PubChem.
# mIAP activ: increases mouse intestinal alkaline phosphatase activity; 0.24% of 330,000 active; activation factor at 10 µM; AID 2805; muIAP, CDP-Star luminescence, 30 min; stronger effect = higher value; 1 = vehicle-only enzyme signal, 0 = enzyme-free wells;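 active = activation factor of at least 2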; also: the source names both 10 and 20 µM as test concentration; values of inactives mirror those of a sister screen read the other way
#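 System: Mouse IAP enzyme | Also added: CDP-Star substrate | Dosing: Compounds dispensed in DMSO | Schedule: 30 min enzyme-substrate-compound incubation at room temperature | Technique: Chemiluminescence readout | Control set: DMSO-only wells and no-enzyme negative control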
# mIAP block: blocks mouse intestinal alkaline phosphatase; 0.2% of 330,000 active; AID 2806; purified mouse IAP, CDP-Star luminescence, 30 min; inhibition, % at 10 µM;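 active = inhibition of at least 40% at 10 µM in the primary screen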;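 also: plate controls were DMSO with enzyme for no effect and no enzyme wells for full effect; values of inactives mirror those of a sister screen read the other way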
# SENP1 FRET inh: SENP1 (human) catalytic domain inhibition; recombinant SENP1 catalytic domain, CyPet-SUMO1-YPet FRET cleavage; 0.21% of 360,000 active; inhibition, % at 10 µM; Q9P0U3; AID 624204;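 active = inhibition at least 30% at 10 µM, raw YFP signal under a set limit, fluorescence ratio 0.5 to 1.5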;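 also: 0% = enzyme with DMSO and 100% = no enzyme wells; some results filed as inactive read as strong as hits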
# Target sequence (Q9P0U3 419-644 limits assumed): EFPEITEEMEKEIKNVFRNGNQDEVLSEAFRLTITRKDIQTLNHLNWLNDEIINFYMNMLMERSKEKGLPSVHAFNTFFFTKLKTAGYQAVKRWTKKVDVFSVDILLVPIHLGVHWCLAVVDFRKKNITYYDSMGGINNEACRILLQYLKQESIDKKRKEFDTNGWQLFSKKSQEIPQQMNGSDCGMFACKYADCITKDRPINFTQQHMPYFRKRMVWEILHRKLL
#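 Test system: human SENP1 catalytic domain; medium: Tris pH 8 buffer plus EDTA, NaCl, BME, BSA, NP40, catalase; incubation: 50 min reaction at room temperature; technique: FRET, CFP and YFP emission; controls: no-enzyme low control and enzyme-plus-DMSO high control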
# hIAP act: human IAP activation; P09923; AID 2524; activation factor at 10 µM; purified human IAP, CDP-Star luminescence, 30 min; stronger effect = higher value; 1 = vehicle-only enzyme, 0 = enzyme-free background; 0.16% of 330,000 active;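 active = activation factor of the enzyme at least 2-fold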; also: the source names both 10 and 20 µM as test concentration; values of inactives mirror those of a sister screen read the other way
# NLRP3 yeast inh: blocks the NALP3 inflammasome reconstituted in yeast | Yeast reconstituted NLRP3/ASC/caspase-1, beta-gal luminescence, 24 h | inhibition, % at 10 µM | 0.39% of 330,000 active;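 active = inhibition of 50% or more; inactive = inhibition below 50%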;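 also: plate controls were induced DMSO wells for no effect and uninduced yeast grown without galactose for full effect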
# hIAP inh: human IAP inhibition; purified IAP, CDP-Star luminescence, 30 min; inhibition, % at 10 µM; 0.12% of 330,000 active;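 active = inhibition reaching a set limit with compound at 10 µM in the primary screen, cut at about 35% in these data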;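 also: plate controls were DMSO wells with enzyme for no effect and no-enzyme buffer wells for full effect; values of inactives mirror those of a sister screen read the other way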
# A3G deaminase: inhibitors of human APOBEC3G DNA deaminase. Q9HC16. recombinant A3G, ssDNA deamination FAM/TAMRA fluorescence. inhibition, % at 20 µM. 0.28% of 330,000 active;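 active = inhibition of at least 40% at 20 µM, with no more than 30% in the related APOBEC3A deaminase screen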;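 also: plate controls were DMSO wells with A3G for no effect and wells lacking A3G enzyme for full effect; some compounds called inactive have numbers as strong as hits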
# Target sequence (Q9HC16 whole entry, looked up): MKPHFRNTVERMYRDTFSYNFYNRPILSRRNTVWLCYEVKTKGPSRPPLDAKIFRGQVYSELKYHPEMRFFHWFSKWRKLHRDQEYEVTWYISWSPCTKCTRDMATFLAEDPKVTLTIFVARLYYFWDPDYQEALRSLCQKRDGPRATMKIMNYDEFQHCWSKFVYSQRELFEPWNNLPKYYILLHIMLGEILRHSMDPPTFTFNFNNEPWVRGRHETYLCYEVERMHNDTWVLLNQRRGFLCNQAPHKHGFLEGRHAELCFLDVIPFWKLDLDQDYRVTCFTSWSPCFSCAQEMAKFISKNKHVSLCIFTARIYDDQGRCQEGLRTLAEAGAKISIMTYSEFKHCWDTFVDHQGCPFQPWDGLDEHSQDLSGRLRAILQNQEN
# A3A deaminase: blocks human APOBEC3A ssDNA deamination; P31941; recombinant A3A, FAM/TAMRA ssDNA deamination fluorescence; inhibition, % at 20 µM; 0.41% of 330,000 active;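 active = at least 40% inhibition at 20 µM here, with at most 30% in a related deaminase screen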;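 also: plate controls were A3A with DMSO for no effect and wells lacking A3A enzyme for full effect; some results filed as inactive read as strong as hits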
# Target sequence (P31941 whole entry, looked up): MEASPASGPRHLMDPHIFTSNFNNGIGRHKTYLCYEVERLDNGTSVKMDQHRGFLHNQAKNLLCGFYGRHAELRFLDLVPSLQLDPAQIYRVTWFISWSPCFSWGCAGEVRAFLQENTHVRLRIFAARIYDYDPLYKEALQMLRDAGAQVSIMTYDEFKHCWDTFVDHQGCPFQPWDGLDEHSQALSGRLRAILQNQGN
# MIN6 prolif: induces beta-cell replication in MIN6 cells; 0.29% of 330,000 active; AID 2380; MIN6 cells proliferation, ATPlite luminescence, 48 h; cells starved in 0.2% serum; 100% = growth in 10% serum; proliferation, % at 10 µM;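 active = compounds whose signal lies at least 3.5 SD above the mean of all wells on their plate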;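 also: 0% = DMSO-treated cells in low-serum medium and 100% = 10% serum control; some compounds called inactive have numbers as strong as hits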
# Numbers without * were called inactive; nt = not tested or not shown; & = joins results of further samples. These rows are one share of the data (hit frequency here may not be typical).
SMILES,mIAP activ,mIAP block,SENP1 FRET inh,hIAP act,NLRP3 yeast inh,hIAP inh,A3G deaminase,A3A deaminase,MIN6 prolif
S=C(Nc1ccc2nccnc2c1)N1CCCC1,0.85,15,9,0.9,11,10,2,3,3
O=C(CSc1nnc(-c2c[nH]c3ccccc23)o1)NCC1CCCO1 (stereo not given),1,-3,0,1,2,-5,-9,1,-6
O=C(NCc1ccccn1)Nc1ccc(F)cc1F,0.93,7,8,1.1,-16,-6,-7,-3,1
CCN1C(=O)N[C@@H](c2cccc(C(F)(F)F)c2)C(C(C)=O)=C1C,0.96,4,5,0.95,0,5,-2,-1,-1
S=C(NCCN1CCCCC1)Nc1ccccc1,1,-3,0,0.96,10,4,-8,-4,-2
CN(C1CCCCC1)S(=O)(=O)c1cc2c3c(c1)CCN3C(=O)CC2,0.98,2,1,0.94,-1,6,-4,4,-1
Cc1occc1-c1nnc(SCC(=O)NC(C)(C)C)n1C(C)c1ccccc1 (stereo not given),0.96,4,1,0.99,8,1,-3,-1,1
COc1ccc(S(=O)(=O)CCC(=O)NCCc2ccc(S(N)(=O)=O)cc2)cc1,1.1,-8,-5,0.97,10,3,1,4,2
COc1cccc(CN2C(=O)C(C)N(C(=O)c3c(F)cccc3F)c3ccccc32)c1 (stereo not given),1,0,1,0.81,0,19,-2,-2,-1
COc1ccc(Cl)cc1Nc1nc(-c2cccnc2)cs1,1,-1,3,0.93,12,7,-3,-6,-2
COc1cccc(CCC(=O)Nc2cccc(S(=O)(=O)N3CCCC3)c2)c1OC,1.1,-7,2,1,20,-2,-7,0,1
CCN(CC)CCNC(=O)c1ccc(N)cc1,1.1,-7,1,1,17,-2,-2,-3,0
O=Cc1ccc(Cl)c(Cl)c1,0.85,15,2,0.97,15,3,-5,-5,0
COc1ccc(NC(=O)c2ccccc2F)cc1Cl,0.97,3,0,1.1,9,-12,9,-4,-3
CCOC(=O)C1CCN(CC(O)COc2ccc(S(=O)(=O)N3CCCC3)cc2[N+](=O)[O-])CC1 (stereo not given),0.97,3,2,1.1,22,-13,-2,4,-3
CN(CC(=O)NC1(C)CCS(=O)(=O)C1)S(=O)(=O)c1ccc(Cl)cc1 (stereo not given),0.93,7,2,0.97,11,3,-7,-2,-2
CCCNC(=O)c1[nH]c(C)c(C(=O)OCC)c1C,1.1,-5,nt,0.99,21,1,-4,1,0
Cc1cccc(C)c1Nc1nnc(SCC(=O)NCc2ccco2)s1,1,-1,1,0.93,-7,7,-2,-3,1
O=C(COc1ccc(Cl)cc1)NCc1nnc(SCC(=O)Nc2ccc3c(c2)OCCO3)o1,0.97,2,-2,1,11,0,-1,0,0
Cc1ccc(-n2c(CNc3ccc(F)cc3)nnc2SCC(=O)O)cc1,1,-3,2,0.94,3,6,-5,6,1
CC(C)=C(NC(=O)c1ccccc1)C(=O)Nc1cccc(C(=O)O)c1,1,-4,2,1,4,-2,1,4,-2
O=C(O)c1ccc2c(c1)C(=O)N(CCC1=CCCCC1)C2=O,1,-4,2,1.2,9,-20,-2,0,-2
Cc1cccc2cc(CN(CCN3CCOCC3)C(=O)NCc3ccccc3)c(=O)[nH]c12,1,0,-2,1.1,8,-11,-4,-2,-3
Cc1ccccc1NC(=O)Nc1cc(-c2ccccc2)nn1C,1.2,-18,3,1.3,0,-31,-6,-2,0
O=C(CCn1nnnc1CN1CCOCC1)N1CCC(c2ccccc2Cl)C1 (stereo not given),0.97,3,1,1,22,0,-3,-3,2
COc1ccc(C(c2c(O)nc[nH]c2=O)c2c(O)nc[nH]c2=O)cc1,0.93,7,nt,1,5,-3,-2,-3,0
CNC(=S)N/N=C/c1c(C)nn(-c2cccc(Cl)c2)c1Cl,1.1,-8,3,0.95,21,5,1,0,0
Cn1c2c(c(=O)n(C)c1=O)C(c1cc3c(cc1Br)OCO3)CC(=O)N2 (stereo not given),0.84,16,1,1,2,0,1,-2,0
CSc1ncccc1C(=O)OCC(=O)c1cc(C)n(CC2CCCO2)c1C (stereo not given),1.1,-6,0,1,10,-4,0,3,-6
O=C(N/N=C\c1cccc(F)c1)c1ccc(-c2ccccc2)cc1,0.96,4,0,0.97,21,3,-2,0,-4
COc1ccc(CNC(=O)c2c(F)c(F)c(F)c(F)c2F)cc1,1,0,2,1.1,5,-7,-7,-2,-1
O=C(Nc1cc(C(F)(F)F)ccc1Cl)C(NCc1ccccc1)c1ccccc1 (stereo not given),1,-4,-4,1,1,-1,1,0,0
CCN(C(=O)Cn1nc(C)n2c(cc3cc(C)ccc32)c1=O)c1ccccc1,0.91,9,-1,1.1,4,-11,-5,-4,5
Cc1cc(=O)[nH]c(N/N=C/c2ccc(-c3ccc(F)cc3)o2)n1,0.91,10,-27,1.4,-1,-42,-10,-2,0
COc1ccccc1CNC(=O)COC(=O)c1ccc(Cl)nc1,0.97,3,-3,0.89,12,11,-2,3,-1
COc1cc2c(C#CCCO)c(-c3ccsc3)oc(=O)c2cc1OC,1.1,-7,-2,1.1,-4,-8,-8,-3,-5
OCCCn1c(C2CCCN2c2nc(-c3ccc(F)cc3)cs2)nc2cc(Cl)c(Cl)cc21 (stereo not given),1,-3,1,0.95,8,5,-2,1,-8
Cc1ccc(C)c(S(=O)(=O)N2CCN(C(=O)Cc3c(F)cccc3Cl)CC2)c1,1.1,-5,2,0.96,26,4,-8,-1,-1
O=C(NCc1ccccn1)Nc1cccc(Cl)c1Cl,1,-1,0,1,19,-3,-7,-6,-2
O=C(O)c1ccc(OCc2occc2C(=O)O)cc1,1,-2,0,0.93,8,7,-6,0,-2
CC(OC(=O)Cn1cnc2c1c(=O)n(C)c(=O)n2C)C(=O)c1ccccc1 (stereo not given),0.99,1,0,0.99,5,1,-1,13,-4
CC(=O)c1ccc(C(=O)NC2CCCN(Cc3ccccc3F)C2)cc1 (stereo not given),1.1,-6,2,1.1,2,-6,-4,-7,0
CC(=O)N1Cc2ccccc2CC1C(=O)O (stereo not given),1.1,-7,-2,1.1,13,-7,-1,5,1
O=C(OCC(=O)N1CCCC1)c1cc(=O)c2ccccc2o1,0.97,3,2,1,19,0,0,1,-1
CCN(CC)S(=O)(=O)c1ccc(Cl)c(NC(=O)COc2ccccc2[N+](=O)[O-])c1,0.98,2,-14,1.1,-8,-5,-5,-4,-2
COc1cccc(C(=O)NC2CC3CCCC(C2)N3S(=O)(=O)c2ccccc2)c1 (stereo not given),0.98,2,2,0.98,11,2,-2,-2,5
Cc1ccccc1NC(=O)Cc1nc(CSc2nnc(-c3ccc4c(c3)OCO4)o2)cs1,1.1,-9,-17,0.89,8,11,0,0,-3
Cc1ccccc1Nc1nn2c(=O)c3ccccc3nc2s1,0.95,5,-2,1,4,-2,1,0,-2
Cc1cc(Cl)ccc1C(=O)C1CCCN(C(=O)CCn2cnnn2)C1 (stereo not given),0.94,6,2,1,15,-4,-7,-5,0
CN(C)c1ccc(C(=O)N/N=C/c2ccccn2)cc1,0.96,4,0,1.2,2,-24,-7,-2,-2
CN(C)C(=O)c1nc2ccc(Cl)cn2c1CN1CCN(c2ncccn2)CC1,1,-1,-2,1.1,3,-8,-1,0,-1
O=C(NNC(=O)c1ccc(Cl)cc1Cl)c1ccncc1,0.97,3,-4,1.1,-1,-7,-12,-4,0
COC(=O)C1=CN(Cc2cccs2)C=C(C(=O)OC)C1c1cccc(OC)c1OC,1.4,-41,-31,1.1,16,-9,-7,-4,0
CCOC(=O)c1c(NC(=O)C(F)(OC)C(F)(F)F)sc2c1CCN(C)C2 (stereo not given),1,-1,-26,1.1,-3,-5,-4,-1,1
N#Cc1cnn2cc(-c3ncc(C(F)(F)F)cc3Cl)cnc12,0.94,6,-2,0.8,9,20,-4,0,-1
CN(C)C(=O)Oc1cccc([N+](C)(C)C)c1,0.99&1,1&0,2&2,0.95&0.82,7&4,5&18,-2&-8,-1&-4,0&1
C=CCn1c(SCC(=O)NCC(=O)OCC)nnc1-c1ccccn1,0.97,3,3,1,8,-2,-7,-1,0
CCc1ccccc1NS(=O)(=O)Cc1ccccc1,1.1,-5,1,1.3,10,-32,-2,-4,-4
CCc1ccc(NC(=O)c2ccc3c(c2)C(=O)N(Cc2ccco2)C3=O)cc1,0.94,6,0,0.74,1,26,7,7,-4
CC1CCN(C(=O)COC(=O)/C=C/c2ccc(Br)o2)CC1,0.88,12,-6,0.81,10,18,20,25,2

# Ordered by SMILES length (low to high): part of the list above.
SMILES,mIAP activ,mIAP block,SENP1 FRET inh,hIAP act,NLRP3 yeast inh,hIAP inh,A3G deaminase,A3A deaminase,MIN6 prolif
COc1ccccc1CNC(=O)COC(=O)c1ccc(Cl)nc1,0.97,3,-3,0.89,12,11,-2,3,-1
O=C(OCC(=O)N1CCCC1)c1cc(=O)c2ccccc2o1,0.97,3,2,1,19,0,0,1,-1
COc1ccc(C(c2c(O)nc[nH]c2=O)c2c(O)nc[nH]c2=O)cc1,0.93,7,nt,1,5,-3,-2,-3,0

# The results go on:
SMILES,mIAP activ,mIAP block,SENP1 FRET inh,hIAP act,NLRP3 yeast inh,hIAP inh,A3G deaminase,A3A deaminase,MIN6 prolif
Cc1ccc(CSCC(N)C(=O)O)cc1 (stereo not given),0.97,3,nt,1,-16,-3,5,2,-1
COc1cccc(/C=C2/SC(=S)N(CCC(=O)N3CCOCC3)C2=O)c1,0.93,7,0,0.87,33,13,-6,-4,0
COc1ccc(NC(=O)COCC(=O)Nc2ccc(C)cc2)cc1,1,-5,-1,1.2,18,-21,-8,-5,3
N#C/C(C(=O)NCc1ccccc1)=C1/SC(Cc2ccc(Cl)cc2)C(=O)N1c1ccccc1 (stereo not given),0.83,17,4,0.86,17,14,-3,-2,-4
COc1ccc(OC)c(NC(=O)Cn2c(=O)n(CC3CCCO3)c(=O)c3cc(OC)c(OC)cc32)c1 (stereo not given),0.96,4,3,1.1,17,-8,-3,4,1
O=C(CSc1nc2[nH]ncc2c(=O)[nH]1)Nc1ccc(Cl)c(Cl)c1,0.87,13,1,1.2,12,-18,-8,0,2
Cc1ccc(-c2nc3cc(N)ccc3o2)c(C)c1,1.1,-13,-31,1,12,-1,-4,-3,-4
O=C(COc1ccc(Cl)cc1)N1CCN(c2ncccn2)CC1,1.1,-8,3,1.2,17,-18,-4,1,-1
O=C(CCc1nnc2ccc(NCc3ccc(Cl)cc3)nn12)NC1CCCCC1,0.99,1,-3,0.92,4,8,-3,2,-2
CCSc1nc(=O)n(-c2ccccc2)c(C)c1C(C)=O,1,-3,3,0.94,15,6,0,2,-2
Cc1c(C(=O)NCCc2ccccc2)oc2ccc(S(=O)(=O)N3CCC4(CC3)OCCO4)cc12,0.94,6,1,1,10,-2,-2,-2,-3
CC1=CC(C)C2C(=O)N(CCC[N+](C)(C)C)C(=O)C2C1 (stereo not given),1.2,-16,2,1.3,25,-34,41,79,-1
O=C(c1ccc(=O)[nH]c1)N(Cc1ccco1)C1(C(=O)NC2CCCCC2)CCCCC1,1,-3,4,1,16,-1,-1,1,-1
COc1ccc(C(=O)CCN2CCN(c3ccc(OC)cc3)CC2)cc1,1.1,-9,3,0.96,-4,4,-8,-8,-6
